E-sel TNF inh = blocks E-selectin expression induced by TNF alpha | HUVEC TNFa-induced E-selectin immunofluorescence, high content | inhibition, % at 2 µM | AID 1246 | 120,000 compounds, 0.71% hits;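 active means inhibition above the batch mean plus 3 SD, and confirmed as a hit on visual image review, cut at about 43% in these data; inconclusive means passes the inhibition cutoff but fails visual image review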;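 further: 0% = TNF-stimulated DMSO wells and 100% = unstimulated control wells; not every result past the cut was called active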
NPY Y2 blocker = blocks the human neuropeptide Y Y2 receptor. P49146. NPY-Y2 expressing cells, antagonist mode. inhibition, % at 2.7 µM. 140,000 compounds, 0.99% hits. AID 793; in the data active means inhibition above about 17%;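 further: 0% = vehicle with agonist challenge and 100% = reference antagonist with challenge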
Target sequence (P49146 whole entry, looked up): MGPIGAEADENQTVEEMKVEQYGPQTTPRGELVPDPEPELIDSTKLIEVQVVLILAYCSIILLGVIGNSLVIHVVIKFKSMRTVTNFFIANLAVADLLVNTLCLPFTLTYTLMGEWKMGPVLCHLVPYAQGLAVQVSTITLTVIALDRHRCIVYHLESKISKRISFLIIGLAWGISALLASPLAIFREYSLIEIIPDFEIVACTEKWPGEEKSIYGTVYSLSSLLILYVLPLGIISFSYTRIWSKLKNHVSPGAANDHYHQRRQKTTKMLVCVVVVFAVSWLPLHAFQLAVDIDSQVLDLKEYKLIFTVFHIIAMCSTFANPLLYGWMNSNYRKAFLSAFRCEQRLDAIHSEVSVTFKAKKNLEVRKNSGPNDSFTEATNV
Yeast life ext = yeast lifespan extension; S. cerevisiae growth with nicotinamide, OD615; deaD strain in restrictive glucose medium; inhibition of the nicotinamide effect, % at 10 µM; 130,000 compounds, 0.68% hits;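 active means inhibition above a set limit, placed 3 SD over the median of all compounds, cut at about 26% in these data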;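 further: 0% = nicotinamide-treated wells and 100% = cells grown without nicotinamide; some compounds called inactive have numbers as strong as hits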
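Assay system: DeaD-strain S. cerevisiae. Medium: CSMM-D glucose medium, restrictive. Reagent: nicotinamide, 1.5 mM, co-present with compound. Compound: 10 µM single point, 0.25% DMSO. Schedule: culture preincubation 4 h, compound exposure 48 h, both 30 °C. Detection: absorbance at 615 nm.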
Phagocytosis inh = blocks phagocytosis by macrophages; inhibition, % at 5 µM; J774A.1 macrophage IgG-bead phagocytosis, imaging; 110,000 compounds, 0.07% hits;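 active means inhibition above the mean of the plate negative controls plus 5 SD, cut at about 13% in these data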;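 further: phagocytic index as fraction of beads internalized from green versus red external bead signal; plate controls were DMSO negative control for no effect and cytochalasin-D positive control for full effect; some results beyond the cut were filed as inactive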
HCT116 bCat-KO = beta-catenin-lacking colon tumor cell growth suppression | HCT116 beta-catenin knockout viability, CellTiter-Glo, 60 h; active compounds read low | 140,000 compounds, 1.5% hits | viability, % at 10 µM;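 active means viability at or under a set limit, the compound median less 4 SD, cut at about 6% in these data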;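 further: 0% = Hyamine 1622 control at 20 µM and 100% = untreated cell control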
MRP1 act = activators of MRP-1; H69AR cells + doxorubicin, viability rescue, CellTiter-Glo; 140,000 compounds, 0.61% hits; viability increase, % at 10 µM; AID 799;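 active means viability gain under doxorubicin at or above a set limit, the compound median plus 3 SD, cut at about 4.7% in these data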;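 further: MRP-1 overexpressing cells given doxorubicin 25 µM after compound pretreatment; 18-22 h compound pretreatment then 72 h with doxorubicin before readout; 0% = doxorubicin-only wells and 100% = vehicle-treated cells without doxorubicin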
GALR2 blocker = antagonists of human galanin receptor 2 (GALR2); 140,000 compounds, 0.39% hits; GALR2-expressing cells, antagonist mode; inhibition, % at 4 µM; O43603; AID 828; in the data active means inhibition above about 27%;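 further: cells stimulated with galanin 1-16 at roughly its EC80; 0% = agonist challenge control and 100% = basal control without agonist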
Target sequence (O43603 whole entry, looked up): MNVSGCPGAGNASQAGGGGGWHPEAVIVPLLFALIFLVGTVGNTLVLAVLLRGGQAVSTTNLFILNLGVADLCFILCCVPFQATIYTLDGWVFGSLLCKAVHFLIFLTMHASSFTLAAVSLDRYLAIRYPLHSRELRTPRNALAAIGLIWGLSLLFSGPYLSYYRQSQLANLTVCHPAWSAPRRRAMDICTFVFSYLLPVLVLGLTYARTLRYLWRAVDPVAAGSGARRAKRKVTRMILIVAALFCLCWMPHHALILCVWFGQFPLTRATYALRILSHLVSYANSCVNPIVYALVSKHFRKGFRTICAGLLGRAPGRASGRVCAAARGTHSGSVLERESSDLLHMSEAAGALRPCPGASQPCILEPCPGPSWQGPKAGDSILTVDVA
Yeast growth inh = yeast BB579 growth reduction in restrictive medium; inhibition, % at 10 µM; S. cerevisiae BB579 growth, OD615, 48 h; AID 804; 140,000 compounds, 0.51% hits;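 active means inhibition above a set limit, 3 SD over the mean compound inhibition, cut at about 44% in these data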; further: inactives centre near -24
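System: DeaD yeast strain BB579; buffer or medium: CSMM-D dextrose restrictive medium; technique: OD at 615 nm; schedule: 4 h cell preincubation, 48 h compound exposure, 30 °C humidified; doses: single 10 µM dose; controls: amphotericin B 10 µg/mL, positive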
Measles CPE = protection of cells from measles virus | 140,000 compounds, 1.5% hits | Measles virus-infected cells, CPE protection, absorbance | AID 841 | protection (pct of control), % at 4 µM; in the data active means protection mostly above about 24%, no sharp cut-off; inactive means mostly below about 26%; further: some compounds called inactive have numbers as strong as hits
HCT116 PTEN-null = growth suppressors of cells with PTEN tumor suppressor deletion | HCT116 PTEN-null viability, CellTiter-Glo, 60 h; active compounds read low | viability, % at 10 µM | 140,000 compounds, 1.2% hits | AID 827;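 active means viability at or below a set limit, 4 SD under the median of all tested compounds, cut at about 3.7% in these data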;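 further: PTEN knockout HCT116 line with beta catenin targeted HCT116 as companion control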
* marks the source's active call; other numbers are inactive results; ? = inconclusive; nt = not tested or not shown.

SMILES	E-sel TNF inh	NPY Y2 blocker	Yeast life ext	Phagocytosis inh	HCT116 bCat-KO	MRP1 act	GALR2 blocker	Yeast growth inh	Measles CPE	HCT116 PTEN-null
O=C(COC(=O)c1cnccn1)Nc1ccc2c(c1)OCO2	-12	3	-13	1	96	-0.2	-13	-26	19	114
COc1ccc(CCn2c(=S)[nH]c3cc(C(=O)NCc4ccco4)ccc3c2=O)cc1OC	?	-2	-4	-2	90	-4.2	-23	-21	11	85
CCOC(=O)C(Oc1ccc2c(-c3ccccc3)cc(=O)oc2c1)c1ccccc1 (stereo not given)	nt	13	3	nt	72	-0.8	-8	-32	21	73
O=C(CCCNC(=O)/C(=C/c1ccccc1F)NC(=O)c1ccccc1)OCc1ccccc1	nt	6	-3	-7	89	0.1	-3	-18	9	99
COc1ccc(/C=N/NC(=O)CCc2n[nH]c(=O)[nH]c2=O)cc1OC	nt	1	-4	3	101	3.1	-3	-14	19	104
COc1cc(OC)c(C(=O)Oc2ccc3c(c2)OCO3)cc1OC	nt	-1	-26	2	79	-1.7	15	-56	6	96
CN1CCN(c2ccccc2NC(=O)c2cc3ccccc3o2)CC1	-5	6	-22	nt	73	-5.9	0	-13	2	81
Cc1nnc(C)n1/N=C/c1ccc(-c2ccccc2)cc1	-43	-2	-20	2	82	-1.1	-5	-33	5	85
O=C(O)CSc1nc(-c2ccccc2)nc2c1oc1ccccc12	7	9	-9	-1	95	-1.9	6	-33	nt	106
Cc1ccc2cc(C(c3nnnn3C3CCCC3)N(Cc3ccccc3)Cc3ccco3)c(=O)[nH]c2c1 (stereo not given)	23	1	2	2	67	-3.1	-6	-31	36	62
O=C(c1cn(-c2ccccc2)nc1-c1ccc(Br)cc1)N1CCOCC1	4	1	3	-3	98	-0.3	1	-42	5	94
Cc1ccc(C2NNC(=O)C2NC(=O)c2ccccc2)cc1 (stereo not given)	5	4	-12	-1	101	0.2	5	-4	22	93
Brc1ccc(-n2c(SCc3nc4ccccc4[nH]3)nnc2-c2ccncc2)cc1	nt	6	3	nt	93	-1.5	7	-29	10	80
CC(C#N)Sc1ncnc2sc3c(c12)CCC3 (stereo not given)	nt	6	-2	-1	95	-1.9	0	-22	2	92
COc1ccc(NC(=S)N2CCN(C/C=C/c3ccccc3)CC2)cc1OC	-67	-2	2	-2	79	-2.2	9	-2	4	84
C[N+](C)(C)CCOC(=O)C1(c2ccccc2)CCCC1	3	0	-6	-1	102	-1.6	2	-12	11	98
CCC1(C)OC(=O)N(CCCn2ccnc2C)C1(C)O (stereo not given)	0	2	-7	-3	108	1.5	6	4	5	107
CCCCn1nc2cc(C(=O)NCCc3ccc(C)cc3)ccc2c1OCC	-18	3	-18	nt	108	-2.5	-4	-40	2	99
COc1ccc(NC(=O)CSc2ncnc3c2cnn3Cc2ccccc2)cc1OC	6	6	-2	-2	99	0.5	2	-73	21	97
CCOC(=O)CCC(NC(=O)c1ccc(NCN2C(=O)CCC2=O)cc1)C(=O)OCC (stereo not given)	-3	2	-25	3	95	-1.2	-4	25	3	89
Cc1ccccc1OCC(=O)NCCC(=O)O	nt	3	-20	-1	96	0.5	-20	-23	6	99
CN(C)S(=O)(=O)c1ccc2nc(NC(=O)c3cccnc3)sc2c1	-25	2	-8	-1	93	-1.1	-3	-44	21	92
Cc1ccc(-c2nnc(SCC(=O)NC(=O)Nc3ccc(C)cc3C)n2N)cc1	6	2	6	-16	94	0.4	-8	-33	21	89
COCCn1c(C)cc(C2=NNC(=Nc3ccccc3)SC2)c1C	-8	4	2	-4	30	-5.8	16	-18	22	21
O=C(NNC(=S)Nc1cccc(Cl)c1)c1ccccc1OC(F)F	nt	5	-8	-4	90	-2.5	15	3	9	88
O=C(CSc1nnc2ccccn12)Nc1ccccc1C(=O)NC1CC1	nt	-1	-4	nt	98	-2.1	-15	-41	6	99
C=CCn1c(CCC(=O)O)ccc1-c1ccccc1	-24	4	11	-2	98	-2.5	-4	-35	18	102
O=C(CN1C(=O)c2cccc3cccc1c23)NCc1ccncc1	1	1	-4	-3	90	-0.6	8	-26	29	99
CCn1c(=O)cc(OCC(=O)N2CCN(C(=O)c3ccco3)CC2)c2ccccc21	-5	0	-11	-1	76	-1.3	0	-19	0	77
O=S(=O)(/N=C(/Nc1ccc(F)c(F)c1F)c1ccccc1)c1ccccc1	2	1	0	-5	92	-3.4	-2	-19	4	87
CC(C)c1ccc2oc(-c3cc(N)ccc3O)nc2c1	-15	-4	-15	4	17	-2.3	17	-76	13	16
O=C(O)c1cc(-c2ccccc2)on1	17	3	-5	-1	98	-2.5	6	-24	5	96
CCOC(=O)c1c(-c2ccccc2)nc2ccc(C)cn12	19	4	-15	nt	86	-1.4	-3	12	5	89
O=C(CN1CCOCC1)Nc1ncc(Cc2cccc3ccccc23)s1	-2	7	-19	-1	90	-0.8	-5	-19	13	88
Cc1ccnc(SCc2nc3ccccc3s2)n1	-22	2	-4	0	109	-1.0	16	-41	3	99
COc1ccc(/C=C(\C#N)C(=O)NCC2CCCO2)cc1OC (stereo not given)	-41	0	1	-2	85	-4.1	-4	-28	4	91
O=C(/C=C(\O)c1ccc(Cl)cc1)C(=O)NNC(=O)C(O)(c1ccccc1)c1ccccc1	3	6	62*	-2	94	1.6	6	-32	18	94
Cc1ccc(C(=O)NC(=S)Nc2cccc3c(C)cc(C)nc23)cc1	-2	4	-21	0	59	-5.3	4	-6	18	67
O=C1/C(=C\c2ccccc2)CCc2c1[nH]c1ccccc21	19	7	-20	0	27	-3.9	9	-48	2	19
CCn1nnc(NC(=O)COc2cc(C)ccc2C(C)C)n1	-2	2	-16	-4	107	-1.0	-5	-15	18	96
COc1ccc(C(=O)NN(C)c2nc(-c3ccccc3)nnc2C(F)(F)F)cc1	-16	5	-11	-1	58	-1.7	0	-25	10	63
COc1cccc(-n2nnc3c(=O)n(C/C=C/c4ccccc4)cnc32)c1	nt	15	-8	0	83	-0.9	-1	-76	16	96
O=C(CSc1nnc(COc2ccc(Cl)cc2)n1Cc1ccco1)c1ccccc1F	-1	9	21	0	85	-2.6	5	-30	5	95
O=C(c1ccccc1Nc1ccc(SC(F)F)cc1)N1CCCCC1	19	10	-13	nt	71	-3.1	-3	-28	5	66
O=C(COC(=O)c1ccccn1)NC1CCCCC1	3	3	-13	-1	101	1.5	3	-7	7	101
CCc1[nH]nc2c1C(c1ccsc1)C(C#N)=C(N)O2 (stereo not given)	-8	4	nt	nt	82	-2.2	6	-19	4	96
Cc1ccccc1N1CC(O)(c2ccccc2)[N+]2=C1SCC2 (stereo not given)	12	1	7	6	105	-1.5	8	22	6	100
CN(c1ccccc1)S(=O)(=O)c1cccc(NC(=O)Cn2cnc3ccccc3c2=O)c1	18	1	-5	-1	69	-2.7	6	-10	20	71
COc1ccc(C(=O)NCC(=O)NCC2COc3ccccc3O2)cc1 (stereo not given)	-3	0	-17	2	101	-1.5	-4	-35	4	98
Cc1ccc2c(C)c(C(=O)Nc3cccnc3)oc2c1	25	3	-26	0	88	-2.5	-4	-37	13	88
OC(CN=c1sc2ccccc2n1CC(O)COc1ccccc1)COc1ccccc1 (stereo not given)	-7	6	nt	nt	43	-8.2	-8	11	45*	36

13 entries from above, bar-delimited.
mol | E-sel TNF inh | NPY Y2 blocker | Yeast life ext | Phagocytosis inh | HCT116 bCat-KO | MRP1 act | GALR2 blocker | Yeast growth inh | Measles CPE | HCT116 PTEN-null
Brc1ccc(-n2c(SCc3nc4ccccc4[nH]3)nnc2-c2ccncc2)cc1 | nt | 6 | 3 | nt | 93 | -1.5 | 7 | -29 | 10 | 80
CC(C#N)Sc1ncnc2sc3c(c12)CCC3 (stereo not given) | nt | 6 | -2 | -1 | 95 | -1.9 | 0 | -22 | 2 | 92
COc1ccc(NC(=S)N2CCN(C/C=C/c3ccccc3)CC2)cc1OC | -67 | -2 | 2 | -2 | 79 | -2.2 | 9 | -2 | 4 | 84
C[N+](C)(C)CCOC(=O)C1(c2ccccc2)CCCC1 | 3 | 0 | -6 | -1 | 102 | -1.6 | 2 | -12 | 11 | 98
CCC1(C)OC(=O)N(CCCn2ccnc2C)C1(C)O (stereo not given) | 0 | 2 | -7 | -3 | 108 | 1.5 | 6 | 4 | 5 | 107
CCCCn1nc2cc(C(=O)NCCc3ccc(C)cc3)ccc2c1OCC | -18 | 3 | -18 | nt | 108 | -2.5 | -4 | -40 | 2 | 99
COc1ccc(NC(=O)CSc2ncnc3c2cnn3Cc2ccccc2)cc1OC | 6 | 6 | -2 | -2 | 99 | 0.5 | 2 | -73 | 21 | 97
CCOC(=O)CCC(NC(=O)c1ccc(NCN2C(=O)CCC2=O)cc1)C(=O)OCC (stereo not given) | -3 | 2 | -25 | 3 | 95 | -1.2 | -4 | 25 | 3 | 89
Cc1ccccc1OCC(=O)NCCC(=O)O | nt | 3 | -20 | -1 | 96 | 0.5 | -20 | -23 | 6 | 99
CN(C)S(=O)(=O)c1ccc2nc(NC(=O)c3cccnc3)sc2c1 | -25 | 2 | -8 | -1 | 93 | -1.1 | -3 | -44 | 21 | 92
Cc1ccc(-c2nnc(SCC(=O)NC(=O)Nc3ccc(C)cc3C)n2N)cc1 | 6 | 2 | 6 | -16 | 94 | 0.4 | -8 | -33 | 21 | 89
COCCn1c(C)cc(C2=NNC(=Nc3ccccc3)SC2)c1C | -8 | 4 | 2 | -4 | 30 | -5.8 | 16 | -18 | 22 | 21
O=C(NNC(=S)Nc1cccc(Cl)c1)c1ccccc1OC(F)F | nt | 5 | -8 | -4 | 90 | -2.5 | 15 | 3 | 9 | 88

Rows are unselected; overall some 6.3% were active at least once.
